Source: PubChem
TMEM16A act: activates or potentiates the mouse TMEM16A chloride channel. Q8BHY3. HEK293 TMEM16A/YFP-H148Q/I152L, iodide quench fluorescence; hits give low values. B-score at 10 µM. 0.3% of 340,000 active;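 active means fluorescence-ratio B-score plate-corrected deviation score at least 3 library SD below zero, with starting fluorescence score within 5 deviations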;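 further: channel opened by trigger with iodide after compound preincubation; score built on the fluorescence ratio of max minus min over baseline; more negative score means more quench and so TMEM16A activation or potentiation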
TRPC6 activator: mouse TRPC6 channel activation. Q61143. HEK293-TRPC6 membrane potential dye fluorescence; hits give high values. B-score at 10 µM. 0.13% of 310,000 active. AID 2550;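 active means B-score of the integrated fluorescence ratio above library mean plus 3 SD, and starting fluorescence ratio within library mean plus 5 SD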;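 further: higher score means more depolarization so channel activation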
TMEM16A inh: mouse TMEM16A channel inhibition, primary screen; Q8BHY3; 1.2% of 310,000 active; normalized B-score (activity score, 25-100; higher = stronger inhibition) at 10 µM; HEK293 TMEM16A/YFP iodide influx fluorescence, ionomycin;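 active means ratio plate-corrected score three or more library SD toward inhibition, starting fluorescence score within five deviations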;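 further: score derived from kinetic fluorescence span divided by baseline fluorescence per well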
SKKanGAS inh: SKKanGAS growth inhibition. 1.3% of 300,000 active. inhibition, % at 7.5 µM. S. pyogenes SKKanGAS, kanamycin growth, BacTiter-Glo, 6 h. AID 1662;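 active means mean replicate score, as percent of positive control median, at least 50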;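 further: strain carries kanamycin resistance gene driven by streptokinase promoter and grows in 40 µg/ml kanamycin; loss of luminescence reflects streptokinase promoter inhibition or plain growth inhibition; 0% = median of DMSO wells and 100% = positive control at its reference dose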
TRPC4 potent: TRPC4 (mouse) allosteric potentiation; HEK293 TRPC4beta/mu-opioid, DAMGO EC20, Fluo-4 Ca2+ flux; hits give high values; B-score at 10 µM; 0.42% of 310,000 active; AID 2227;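 active means B-score of calcium response area above 5 SD of library B-scores, with initial fluorescence ratio within 5 SD of library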;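 further: B-score of integrated fluorescence ratio over time as area under calcium response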
MrgX1 ag: activates human MrgX1 receptor signaling; MrgX1-HEK293 cells, Fluo-4 calcium fluorescence, agonist mode; hits give high values; B-score at 10 µM; 0.44% of 310,000 active;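 active means calcium response B-score plate-corrected fluorescence ratio at least 3 library SD, with starting fluorescence B-score inside 5 SD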
Target sequence (Q96LB2 whole entry, looked up): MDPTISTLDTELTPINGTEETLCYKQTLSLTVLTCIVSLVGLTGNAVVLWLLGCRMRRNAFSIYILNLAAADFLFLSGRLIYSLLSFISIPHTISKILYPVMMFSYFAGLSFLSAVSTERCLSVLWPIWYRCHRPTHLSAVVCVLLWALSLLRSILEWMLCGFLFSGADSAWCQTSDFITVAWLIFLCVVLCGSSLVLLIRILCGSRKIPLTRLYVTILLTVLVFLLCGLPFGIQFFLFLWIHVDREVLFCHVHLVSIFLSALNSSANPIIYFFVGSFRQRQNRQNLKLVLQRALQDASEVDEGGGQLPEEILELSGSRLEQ
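Material – MrgX1-expressing HEK293 cells · Input – 15,000 cells seeded per well · Dosing – compound as first of three additions · Times – overnight seeding, then 1 h dark dye loading · Measured by – kinetic Fluo-4 NW fluorescence of intracellular calcium · Read-out – B-scored fluorescence response ratio · Benchmarks – positive and negative control wells on each plate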
TRPC4 block: TRPC4 (mouse) channel inhibition | B-score at 10 µM | Q9QUQ5 | HEK293 TRPC4beta/mu-opioid, DAMGO-evoked Fluo4 calcium flux; hits give low values | 0.39% of 300,000 active;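 active means B-score over 3 SD under the library average, no early fluorescence shift, positive overall ratio signal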
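Assay system: Stable TRPC4beta/mu-opioid receptor HEK293 cells | Reagent: DAMGO in two steps, submaximal then maximal | Compound dosing: Single concentration per test compound | Signal: Fluo4 Ca2+ flux fluorescence | Evaluation: Per-well B score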
MrgX1 PAM: allosterically activates human MrgX1 receptor signaling; Q96LB2; MrgX1-HEK293, Fluo-4 calcium flux, FDSS; hits give high values; B-score at 10 µM; 0.63% of 310,000 active;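 active means plate-corrected calcium response at least 3 library SD above typical, normal starting fluorescence, not activating the receptor alone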;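 further: compound read alongside a low EC10 to EC30 dose of BAM8-22 agonist; peak minus trough fluorescence over baseline measured at the second addition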
MrgX1 antag: antagonists of human MrgX1 receptor | Q96LB2 | B-score at 10 µM | MRGX1-HEK293 calcium flux, Fluo-4, BAM8-22 antagonism; hits give low values | 1.3% of 310,000 active;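 active means calcium-response B-score plate-corrected more than 3 library SD below zero, starting fluorescence within 5 deviations, no agonist response on first addition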;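 further: peak minus trough fluorescence over baseline after final BAM8-22 challenge near maximal dose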
TRPC4 act: activators of mouse TRPC4 channel. B-score at 10 µM. 0.49% of 310,000 active. Q9QUQ5. HEK293 TRPC4beta/mu-opioid, Fluo4 calcium fluorescence; hits give high values;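 active means B-score above 5 SD of library B-scores, and initial fluorescence ratio not above library mean plus 5 SD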;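 further: positive B-score marks a calcium rise read as TRPC4 activation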
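Incubation: 45 min room-temperature Fluo4 loading, 110 s read / System: HEK293 cells stably co-expressing mouse TRPC4beta and mu-opioid receptor / Signal: Fluo4 fluorescence, kinetic / Control set: buffer (low) and maximal DAMGO (high) / Measure: integrated baseline-normalised fluorescence ratio, converted to per-well B score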
TRPC6 inh: blocks the mouse TRPC6 cation channel | Q61143 | HEK293-TRPC6, membrane potential dye, ACh-evoked depolarization; hits give low values | B-score at 10 µM | 1.1% of 310,000 active | AID 2553;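 active means B-score under library mean minus 3 SD, initial fluorescence not abnormally high, positive integrated signal ratio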;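 further: B-score derived from integrated fluorescence ratio over the kinetic read; more negative B-score means stronger inhibition of depolarization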
Numbers without * were called inactive; i = inactive; nt = not tested or not shown.

SMILES	TMEM16A act	TRPC6 activator	TMEM16A inh	SKKanGAS inh	TRPC4 potent	MrgX1 ag	TRPC4 block	MrgX1 PAM	MrgX1 antag	TRPC4 act	TRPC6 inh
Cc1ccc(-n2c(C)cn(C(=O)c3ccccc3)c2=S)cc1	i	i	i	-4.4	i	i	i	i	i	i	i
COc1cccc(NC(=O)C(C)NS(=O)(=O)c2ccc(Br)cc2)c1 (stereo unspecified)	i	i	i	-0.5	i	i	i	i	i	i	i
Oc1ccccc1-n1nc2ccc3nonc3c2n1	i	i	i	-2.8	i	i	i	i	i	i	i
CC(=O)N1CCC[C@H]1C(=O)O	i	i	i	-22.0	i	i	i	i	i	i	i
COc1ccc(S(=O)(=O)NCCCCCC(=O)NCCCN2CCOCC2)cc1	i	i	i	5.8	i	i	i	i	i	i	i
Nc1[nH]nc2c1NN(c1ccc(Cl)cc1Cl)N2	i	i	i	-2.1	i	i	i	i	i	i	i
CCCCOC(=O)N1CCOCCOCCOCC1	i	i	i	1.4	i	i	i	i	i	i	i
COc1ccc(-n2c(COc3cccc(C)c3)n[nH]c2=S)cc1	i	i	i	-0.3	i	i	i	i	i	i	i
CCOC(=O)CCCn1ncn2c(cc3occc32)c1=O	i	i	i	-4.3	i	i	i	i	i	i	i
CC1(C)CC(=O)c2sc(NS(=O)(=O)c3cc(Cl)ccc3Cl)nc2C1	i	i	i	4.9	i	i	i	i	i	i	i
Cc1nc(S/C(=C/c2ccc(-c3cc(Cl)ccc3C)o2)C(=O)O)n[nH]1	i	i	i	43.9	i	i	-6*	i	-4.98*	i	i
COc1cccc(C(=O)Nc2nnc(S(=O)(=O)Nc3cccc(C)c3)s2)c1	i	i	i	37.0	i	i	i	i	i	i	i
Cc1cc(C)n(CCCN2C(=O)c3cccc4cccc(c34)C2=O)n1	i	i	i	-4.1	i	i	i	i	i	i	i
O=C(NC1CCCCC1)C12CC3CC(CC(Cl)(C3)C1)C2	i	i	i	-11.0	i	i	i	i	i	i	i
COc1ccc2c(c1)c(=O)c(Br)c(C)n2Cc1ccccc1	i	i	i	12.0	i	i	i	i	i	i	i
O=C(COC(=O)/C=C/c1cccc(C(F)(F)F)c1)Nc1cccc2ccccc12	i	i	i	-1.0	i	i	i	i	i	i	i
COc1ccc(C2Nc3ccccc3C(=O)N2c2ccccc2)cc1Cn1cc([N+](=O)[O-])cn1 (stereo unspecified)	i	i	i	2.3	i	i	i	i	i	i	i
CC(C)c1ccccc1NC(=O)c1ccccc1NC(=O)C1CCCCC1	i	i	i	5.7	i	i	i	i	i	i	i
COC(=O)c1ccc2c(=O)n(Cc3ccc(C(=O)NCCCN4CCOCC4)cc3)c(=S)[nH]c2c1	i	i	i	13.4	i	i	i	i	i	i	i
CC1=C(C(=O)OCc2ccccc2)C(c2ccc(C)o2)C2=C(CCCC2=O)N1 (stereo unspecified)	i	i	i	7.0	i	i	i	i	i	i	i
COc1cc(C(=O)N/N=C/c2cn(Cc3cccc(F)c3)c3ccccc23)ccc1O	i	i	i	16.2	i	i	i	i	i	i	i
COc1cccc(NC(=O)Cn2c(=O)n(-c3cc(OC)c(OC)c(OC)c3)c(=O)c3ccccc32)c1	i	i	i	-1.7	i	i	i	i	i	i	i
CC(=O)Nc1nnc(-c2ccco2)o1	i	i	i	0.1	i	i	i	i	i	i	i
CCN1C(=O)[C@@H]2[C@@H](c3ccc(-c4cccc(Cl)c4)cc3)N3CCC[C@@]3(C(=O)OC)[C@@H]2C1=O	i	i	i	4.2	i	i	i	i	i	i	i
CCN(CC)S(=O)(=O)c1ccc(NC(=O)C(OC)c2ccccc2)cc1 (stereo unspecified)	i	i	25*	-6.2	i	i	i	i	i	i	i
COc1ccc(-c2ccc(OC)c([C@H]3[C@@H]4C=CCC[C@@]4(C)C(=O)N3Cc3ccccc3)c2)cc1OC	i	i	i	33.0	i	i	i	i	i	i	i
COc1ccc(CCNC2=C(Cl)C(=O)N(CCc3ccc(OC)c(OC)c3)C2=O)cc1OC	i	i	i	2.3	i	i	i	i	i	i	i
C/C(=N\NC(=O)c1ccccc1O)c1cccs1	i	i	i	1.4	i	i	i	i	i	i	i
COC(=O)c1c(CSc2cccc(C)c2)noc1C(=O)NCc1ccco1	i	i	i	2.4	i	i	i	i	i	i	i
Cc1cc(-c2ccc([N+](=O)[O-])cc2)nc2ccccc12	i	i	i	-5.2	i	i	i	i	i	i	i
COc1ccc(N(CC(=O)NCCSc2ccccc2)S(=O)(=O)c2ccccc2)cc1OC	i	i	i	-0.9	i	i	i	i	i	i	i
COc1ccc(Cc2nnc3n2N=C(c2cc4ccccc4o2)CS3)cc1OC	i	i	i	-6.6	i	i	i	i	i	i	i
CCc1cc2c(CN3CCN(Cc4ccccc4)CC3)cc(=O)oc2cc1O	i	i	i	1.8	i	i	i	i	i	i	i
O=C(NC1CCCC1)c1ccc2nc[nH]c2c1	i	i	i	2.4	i	i	i	i	i	i	i
CCOc1ccc(OCC)c(Nc2cc(C)nc3ncnn23)c1	i	i	i	-5.2	i	i	i	i	i	i	i
C=CCNS(=O)(=O)c1ccc(OCC(=O)OC)cc1	i	i	i	0.0	i	i	i	i	i	i	i

An excerpt from above in order of count of non-hydrogen atoms, lowest first:
SMILES	TMEM16A act	TRPC6 activator	TMEM16A inh	SKKanGAS inh	TRPC4 potent	MrgX1 ag	TRPC4 block	MrgX1 PAM	MrgX1 antag	TRPC4 act	TRPC6 inh
Nc1[nH]nc2c1NN(c1ccc(Cl)cc1Cl)N2	i	i	i	-2.1	i	i	i	i	i	i	i
CCOc1ccc(OCC)c(Nc2cc(C)nc3ncnn23)c1	i	i	i	-5.2	i	i	i	i	i	i	i
COC(=O)c1ccc2c(=O)n(Cc3ccc(C(=O)NCCCN4CCOCC4)cc3)c(=S)[nH]c2c1	i	i	i	13.4	i	i	i	i	i	i	i

More records
SMILES	TMEM16A act	TRPC6 activator	TMEM16A inh	SKKanGAS inh	TRPC4 potent	MrgX1 ag	TRPC4 block	MrgX1 PAM	MrgX1 antag	TRPC4 act	TRPC6 inh
CCOC(=O)N1CCN(CCC(=O)Nc2cc(OC)ccc2OC)CC1	i	i	i	2.6	i	i	i	i	i	i	i
Cc1cc(C)c(C)c(S(=O)(=O)N2CCN(CC(=O)c3c(N)n(Cc4ccccc4)c(=O)n(C)c3=O)CC2)c1C	i	i	i	29.1	i	i	i	i	i	i	i
Cc1nc2ccc(NC(=S)NCCCO)cc2nc1C	i	i	i	-0.9	i	i	i	i	i	i	i
COc1ccc(C(=O)NCCSc2ccccc2C)cc1	i	i	i	-2.0	i	i	i	i	i	i	i
COCCOc1cc(-n2cccc2)c(Cl)cc1Cl	i	i	i	5.4	i	i	i	i	i	i	i
CC(=O)Nc1ccc(NC(=O)CCN2C(=O)c3ccccc3C2=O)cc1	i	i	i	-3.7	i	i	i	i	i	i	i
NC1=NC(=Nc2ccc(S(N)(=O)=O)cc2)c2ccccc21	i	i	i	-7.3	i	i	i	i	i	i	i
CCOC(=O)C(C)Sc1ncc(-c2ccc(Cl)cc2)cn1 (stereo unspecified)	i	i	i	-5.8	i	i	i	i	i	i	i
Brc1ccc(CSc2nnc3ccccn23)cc1	i	i	i	-0.1	i	i	i	i	i	i	i
COc1ccc(NC(=O)c2cccs2)cc1C(=O)N1CCN(c2ccccc2)CC1	i	i	i	8.0	i	i	i	i	i	i	i
Cc1cccc(C)c1NC(=O)CSc1cc(C(=O)c2nccn2C)c2ccccc2n1	i	i	i	4.0	i	i	i	i	i	i	i
COCc1cc(C)n(CC(=O)Nc2cccc(C)c2)c(=O)c1C#N	i	i	i	-1.9	i	i	i	i	i	i	i
Cc1ccn(CC(=O)N2CCCC(N3CCN(Cc4ccc5c(c4)OCO5)CC3)C2)n1 (stereo unspecified)	i	i	i	1.6	i	i	i	i	i	i	i
Cc1cccc(-n2nnc3c(=O)n(CC(=O)Nc4cc(C)on4)cnc32)c1	i	i	i	-3.6	i	i	i	i	i	i	i
CNC(=O)COC(=O)c1cccc(S(=O)(=O)N2CCN(c3ccc(F)cc3)CC2)c1	i	i	i	-5.3	i	i	i	i	i	i	i
O=C(NCCCO)c1ccc(CSc2nc3ccccc3c(=O)[nH]2)cc1	i	i	i	-11.1	i	i	i	i	i	i	i
Cc1nc(C(=O)O)nn1-c1cc(Cl)ccc1Cl	i	i	i	-1.6	i	i	i	i	i	i	i
Cc1ccc(S(=O)(=O)N2CC(C)N(C(=O)N3CCOCC3)C2)cc1 (stereo unspecified)	i	i	i	-2.1	i	i	i	i	i	i	i
Cc1cccc(CC2S/C(=N/N=C/c3ccco3)N(c3ccccc3)C2=O)c1 (stereo unspecified)	i	i	i	6.0	i	i	i	i	i	i	i
COC(=O)C1=C(C)Nc2nnnn2C1c1cccnc1 (stereo unspecified)	i	i	i	-7.6	i	i	i	i	i	i	i
CCCCC(Sc1nc(C)c(Cc2ccccc2)c(=O)[nH]1)C(=O)O (stereo unspecified)	i	i	i	2.7	i	i	i	i	i	i	i
COCCNc1nc(-c2cc(C(=O)Nc3ccccc3)on2)cc(C(C)C)n1	nt	i	i	-1.5	i	i	i	i	i	i	i
COc1ccc(C2C(=O)c3ccccc3C2=Nc2ccc(Br)cc2)cc1 (stereo unspecified)	i	i	i	-1.9	i	i	i	i	i	i	i
Cn1c(SCC#N)nnc1-c1cnccn1	i	i	i	-7.4	i	i	i	i	i	i	i
O=c1c(-c2nnc(SCc3ccc(Cl)c(Cl)c3)o2)cccn1Cc1ccccc1	i	i	i	21.4	i	i	i	i	i	i	i
COc1ccc(N(C)S(=O)(=O)c2cccc(C(=O)NCC3CCCO3)c2)cc1 (stereo unspecified)	i	i	i	2.2	i	i	i	i	i	i	i
CCOc1ccccc1NC(=O)Cn1nnc(C(=O)NCCc2ccc(OCC)c(OCC)c2)c1N	i	i	i	2.6	i	i	i	i	i	i	i
O=C(O)CCCC(=O)N1CCC(C(O)(c2ccccc2)c2ccccc2)CC1	i	i	i	-2.1	i	i	i	i	i	i	i
FC(F)(F)c1cc(-c2ccco2)nc(NCc2cccs2)n1	i	i	i	3.4	i	i	i	i	i	i	i
